CYP2C19 act: activators of human cytochrome P450 2C19; 96,000 tested, under 10 active; P33261; recombinant CYP2C19, luciferin-H EGE luminescence; active compounds read high; 0 = fully inhibited enzyme, 1 = untreated enzyme; activation factor at 5 µM;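 active means activation factor of at least 2 at 5 µM in the primary screen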;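 further: 0 = wells with 2.5 mM tranylcypromine and 1 = vehicle-only wells; values of inactives mirror those of a sister screen read the other way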
PostGolgi ctrl: inhibits growth of the yeast control strain | inhibition, % at 10 µM | 5% of 98,000 active | efflux-deficient yeast background strain, growth absorbance A615, 16 h
S1P2 blocker: blocks the human S1P2 receptor. inhibition, % at 5 µM. 0.21% of 97,000 active. O95136. cell-based S1P2 antagonist assay, inhibition at 5 uM; in the data active means inhibition above about 45%;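 further: CRE beta-lactamase reporter cells expressing human S1P2 stimulated with S1P; 0% = agonist at EC80 alone and 100% = agonist plus reference antagonist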
Target sequence (O95136 whole entry, looked up): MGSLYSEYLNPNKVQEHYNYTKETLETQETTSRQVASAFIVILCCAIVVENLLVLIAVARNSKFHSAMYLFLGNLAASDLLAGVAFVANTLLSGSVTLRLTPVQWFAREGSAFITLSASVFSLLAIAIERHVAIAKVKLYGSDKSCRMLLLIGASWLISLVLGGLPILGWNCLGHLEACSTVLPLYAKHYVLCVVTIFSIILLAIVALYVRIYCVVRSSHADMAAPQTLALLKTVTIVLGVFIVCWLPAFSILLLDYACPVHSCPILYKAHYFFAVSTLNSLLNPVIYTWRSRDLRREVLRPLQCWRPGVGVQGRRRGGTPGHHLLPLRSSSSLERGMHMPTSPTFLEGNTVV
sEH inhibitor: inhibitors of human soluble epoxide hydrolase; inhibition, % at 2 µM; 0.34% of 91,000 active; recombinant human sEH enzymatic activity assay; in the data active means inhibition above about 80%; further: values of inactives mirror those of a sister screen read the other way; many of its hits are not listed in these tables
Target sequence (P34913 whole entry, looked up): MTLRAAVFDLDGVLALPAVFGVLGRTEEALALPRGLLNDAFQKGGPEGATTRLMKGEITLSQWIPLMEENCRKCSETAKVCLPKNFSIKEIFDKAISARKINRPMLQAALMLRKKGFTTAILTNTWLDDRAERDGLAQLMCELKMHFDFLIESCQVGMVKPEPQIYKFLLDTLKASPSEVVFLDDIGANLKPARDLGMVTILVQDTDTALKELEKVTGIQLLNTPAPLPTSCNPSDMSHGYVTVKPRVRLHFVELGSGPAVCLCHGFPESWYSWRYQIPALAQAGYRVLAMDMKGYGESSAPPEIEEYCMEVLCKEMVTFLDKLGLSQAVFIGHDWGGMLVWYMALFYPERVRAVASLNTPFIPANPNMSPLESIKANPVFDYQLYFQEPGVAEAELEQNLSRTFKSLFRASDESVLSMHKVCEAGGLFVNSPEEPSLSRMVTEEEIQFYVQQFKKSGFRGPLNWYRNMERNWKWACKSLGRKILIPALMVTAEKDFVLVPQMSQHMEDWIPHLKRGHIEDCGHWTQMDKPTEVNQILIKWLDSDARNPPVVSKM
CYP2C19 inh: blocks human cytochrome P450 2C19; inhibition, % at 5 µM; P33261; CYP2C19 Supersomes, luciferin-H EGE luminescence, 30 min; 21% of 96,000 active;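 active means CYP2C19 inhibition above a set limit at 5 µM in the primary screen, cut at about 50% in these data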;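 further: plate controls were negative control wells for no effect and 2.5 mM tranylcypromine positive control for full effect; values of inactives mirror those of a sister screen read the other way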
S1P2 ag: S1P2 (human) receptor agonism. S1P2-expressing cell line, agonist reporter read-out. activation, % at 4.5 µM. 0.46% of 97,000 active; in the data active means activation above about 16%;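 further: 0% = vehicle low control and 100% = maximal reference agonist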
PostGolgi yeast: growth inhibition of a yeast mutant, post-Golgi transport screen; post-Golgi transport phenotypic cell assay; AID 739; 0.9% of 98,000 active; inhibition, % at 10 µM;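 further: yeast cells grown in 1536-well plates; yeast grown about 18 h at 30C before absorbance read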
hDAT+cocaine: changed human dopamine transporter uptake under cocaine IC80; B-score at 10 µM; 1.3% of 110,000 active; Q01959; LLC-PK1 hDAT cells, [14C]-dopamine uptake with cocaine IC80; actives deviate in either direction;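 active means Z score or B-score, a plate-position-corrected score, falls beyond the plate's 99.7% confidence bounds, in either direction; inactive means both scores lie inside the 99.7% bounds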;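 further: scored against the spread of the other compound wells on the same plate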
sEH act: increases human soluble epoxide hydrolase activity | P34913 | activation, % at 2 µM | purified human sEH enzymatic activity, activator screen | 0.04% of 91,000 active; in the data active means activation above about 37%; further: values of inactives mirror those of a sister screen read the other way
* = called active by the depositor; x = no result given. Unless noted, no stated cut-off is given here; in the data, active means inhibition above about 30%; inactive means the rest. Outcome played no part in choosing rows. Share with any hit: about 24%.

A first look, three compounds:
Values run as follows: CYP2C19 act	PostGolgi ctrl	S1P2 blocker	sEH inhibitor	CYP2C19 inh	S1P2 ag	PostGolgi yeast	hDAT+cocaine	sEH act
1) COCCCNc1ncnc2c1[nH]c1ccccc12
  1	8	-1	-17	-5	-3	4	x	18
2) O=C(Nc1nc(-c2ccccc2)cs1)NC1CCCCC1
  1.1	50*	-254	37	-5	-9	-2	0.9	-35
3) COc1ccccc1C(=O)Nc1ccc(Oc2ncnc3sc(-c4ccccc4)cc23)cc1
  1	6	-2	1	-5	2	-1	0.13	-1

The listing (from the top)
Values run as follows: CYP2C19 act	PostGolgi ctrl	S1P2 blocker	sEH inhibitor	CYP2C19 inh	S1P2 ag	PostGolgi yeast	hDAT+cocaine	sEH act
1) COCCCNc1ncnc2c1[nH]c1ccccc12
  1	8	-1	-17	-5	-3	4	x	18
2) O=C(Nc1nc(-c2ccccc2)cs1)NC1CCCCC1
  1.1	50*	-254	37	-5	-9	-2	0.9	-35
3) COc1ccccc1C(=O)Nc1ccc(Oc2ncnc3sc(-c4ccccc4)cc23)cc1
  1	6	-2	1	-5	2	-1	0.13	-1
4) CC(C)c1ccc(NC(=O)C(c2ccc3c(c2)OCO3)N2CCN(C(=O)c3ccco3)CC2)cc1 (centres undefined)
  1	-2	x	x	-2	x	-5	0.68	x
5) O=C(OC1CCS(=O)(=O)c2sccc21)c1ccccc1 (centres undefined)
  0.4	7	14	0	56*	-5	-3	-0.059	-2
6) CCn1nc(C(=O)Nc2ccc(C)c(C)c2)c(Cl)c1Cl
  0.9	3	-8	0	7	-5	3	0.0083	0
7) c1csc(CNc2ncnc3sccc23)c1
  x	x	41	-1	x	-4	x	-0.13	0
8) C=CCSc1nc2c(sc3nc(C)cc(C)c32)c(=O)[nH]1
  0.9	29	1	-2	9	0	-6	1.3	4
9) O=C(Cc1nc(-c2ccc([N+](=O)[O-])cc2)cs1)Nc1ccccc1
  0.7	6	-4	16	30	-3	-4	-0.0061	-14
10) [O-]/[N+](=C\c1ccc(OC(F)F)cc1)c1ccccc1
  0.9	21	-1	1	5	1	-3	1.2	0
11) CCOC(=O)c1cc2c(n(-c3ccc(C)cc3)c1=O)CCCC2=O
  0.9	1	-16	7	6	-4	4	0.43	-9
12) O=C(O)CCN1C(=O)C2CCCCC2C1=O (centres undefined)
  0.9	1	-6	1	7	-2	2	-0.25	-4
13) CCC1Oc2ccccc2N(CC(=O)NCCCN2CCOCC2)C1=O (centres undefined)
  x	x	-1	-3	x	-5	x	0.53	2
14) CN(C)S(=O)(=O)Oc1ccsc1C(=O)Nc1ccccc1Cl
  0.2	15	8	-15	79*	-6	4	-2.3	17
15) Cc1nn(C)c(C)c1/C=N/NC(=O)C(C)(C)Oc1ccc(Cl)cc1
  0.7	3	4	28	35	-5	0	1.6	-29
16) CCOC(=O)Nc1ccc(NS(=O)(=O)c2ccc(C)cc2)cc1
  0	16	-37	4	99*	-2	7	0.8	-2
17) Cc1ccc(-c2csc(/C(C#N)=C(\O)CN3CCN(C(=O)c4ccco4)CC3)n2)cc1
  1	3	x	x	1	x	0	0.62	x
18) c1ccc2c(c1)[nH]c1c(N3CCN(C4CCCCC4)CC3)ncnc12
  x	-1	19	x	x	-1	1	0.69	x
19) CCCNc1nc2c(c(=O)[nH]c(=O)n2C)n1Cc1ccc(F)cc1
  1.1	8	-16	-16	-9	0	-5	-0.17	13
20) COc1ccc(CC(=O)OCC(=O)Nc2ncc(Cl)cc2Cl)cc1
  0.4	-5	17	11	64*	-2	-4	0.0055	-11
21) CCOC(=O)CNC(=O)CSc1nc2cccnc2n1CC
  x	x	-14	5	x	-4	x	-8.2*	-6
22) COc1ccc2[nH]c(=O)c(CNc3ccccc3)cc2c1
  0.9	13	10	7	9	-7	7	0.86	-10
23) O=C(CCCN1C(=O)C2CCCCN2C1=O)N1CCN(c2ccc([N+](=O)[O-])cc2)CC1 (centres undefined)
  1	25	10	-14	-2	-2	-3	3.3	17
24) CC(NC(=O)N(Cc1ccccc1)Cc1ccc2c(c1)OCO2)(C(F)(F)F)C(F)(F)F
  0.1	3	9	3	86*	-21	-3	-0.11	-3
25) COc1ccc(OC)c(C(c2nnnn2Cc2ccccc2)N2CCN(C)CC2)c1 (centres undefined)
  0.9	36*	-7	-2	12	-8	6	-0.43	2
26) CNC(=O)CN(C)S(=O)(=O)c1ccc(OC)c(Cl)c1
  0.6	7	25	-1	40	-2	-9	-0.78	1
27) COC(=O)/C=C/C(=O)Nc1cccnc1
  1.1	1	9	3	-7	-9	7	-0.11	-3
28) c1ccc(-n2ncc3c(NCc4ccc5c(c4)OCO5)ncnc32)cc1
  x	x	7	-12	x	-7	x	-0.43	14
29) CS(=O)(=O)N1CCC(C(=O)Nc2c(F)cccc2F)CC1
  0.9	-3	-1	0	6	-10	-4	0.58	0
30) Cc1cc(C(=O)COC(=O)C2=COCCO2)c(C)n1-c1ccc2c(c1)OCO2
  0.1	7	5	-8	92*	-1	14	0.37	6
31) OCCNc1cc(-n2nc(-c3ccccc3)cc2-c2ccccc2)ncn1
  0.7	11	-6	0	34	-6	3	3.7*	3
32) Cc1cc(C)n2nc(/C(C#N)=C/c3ccccc3)c(C#N)c2n1
  0.9	6	1	15	5	-4	0	0.77	-17
33) Cc1ccc(NC2c3ncccc3C(=O)N2C2CCCCC2)cc1C (centres undefined)
  0.6	12	-4	9	44	-1	-9	0.69	-6
34) CCCCNC(=O)c1onc(CSc2ccc(C(C)C)cc2)c1C(=O)O
  0.7	2	-12	-2	28	-2	-5	-0.25	4
35) COc1cc(NS(=O)(=O)c2ccc(F)cc2)c(OC)cc1NC(=O)C1CC1
  0	1	x	x	98*	x	-7	0.24	x
36) COC(=O)[C@H]1CCCN1C(=O)Nc1cccc(Oc2c(F)c(F)c(F)c(F)c2F)c1
  x	-7	2	x	x	-4	6	x	x
37) COCCn1c(=O)[nH]c2cc(C(=O)NCc3ccccc3)ccc2c1=O
  1	0	-2	4	0	-5	-1	-0.0084	-7
38) COc1ccc(S(=O)(=O)NCCSc2ccc(C)cc2)cc1OC
  0.2	0	-9	5	82*	-6	-6	0.2	-5
39) CSc1ccc(S(=O)(=O)Nc2ccc(S(=O)(=O)Nc3ccc(C)cc3)cc2)cc1
  0.1	13	-3	1	95*	-4	-5	1.1	-2
40) CCOC(=O)c1cnn(-c2ccccc2)c1NC(=O)c1ccc(C)cc1
  0.7	6	-13	13	27	-5	-8	-0.3	-13
41) CC(=O)Nc1ccc(NC(=O)C2CCCN(c3nnc(-n4cccc4)s3)C2)cc1 (centres undefined)
  1.1	0	6	13	-11	-5	-7	-0.17	-16
42) Cc1cc(=O)n(CNC(=O)c2ccccc2)c(=S)[nH]1
  0.9	2	-27	-7	13	-3	-2	-0.68	7
43) CC1(C)Cc2ccccc2-c2nnc(-c3ccco3)n21
  0.9	7	-5	-12	7	0	-1	0.1	8
44) CCOc1cc2c3c(c1)C1(Nc4ccccc4S1)C(=O)N3C(C)(C)CC2C (centres undefined)
  0.1	37*	-16	6	88*	0	-5	0.13	-4
45) CCc1nnc(-n2nc(C)cc2-c2ccccc2)n1N
  1.1	-4	-1	2	-8	-1	5	0.012	-2
46) Cc1ccc(C2C(C#N)=C(N)Oc3c2sc2ccccc32)o1 (centres undefined)
  0.4	7	11	4	63*	-3	-4	0.87	-4
47) Cc1cccc(-c2nnc(N)s2)c1
  0.9	6	20	4	11	-8	-9	-0.94	-3
48) Cc1ccc(C(=O)/C=C2\NCC(C)NC2=O)cc1 (centres undefined)
  0.9	5	-2	4	6	-4	5	-0.47	-1
49) COc1ccc(-c2nnc3ccc(SCC(=O)N4CCCCC4)nn23)cc1OC
  1	4	x	x	0	x	3	-0.59	x
50) COc1ccc(NC(=O)C(C/C=C(/C)Cl)C(C)=O)cc1 (centres undefined)
  x	x	-16	-8	x	-5	x	0.64	11
51) c1ccc(C2(CNc3ccccn3)CCCC2)cc1
  0.5	10	-7	4	55*	-5	-1	-1.1	-8
52) C=CCN=C1CC(C)(C)CC(=O)/C1=C(/O)CCC(=O)OC
  0.7	7	9	5	26	-2	4	-0.29	-5
53) Cc1noc(C)c1COC(=O)c1ccccc1Oc1ccccc1
  0	7	-2	3	96*	-6	2	-0.17	-3
54) COc1ccccc1-n1c(=O)c2c3c(sc2n2c(SC)nnc12)CCC3
  x	x	-8	3	x	-2	x	0.98	-4
55) O=C(NCCC1=CCCCC1)c1cnc2n(c1=O)CCS2
  x	x	-6	13	x	-6	x	0.42	-10
56) COc1ccccc1OCC(=O)Nc1cccc(N(C)S(C)(=O)=O)c1
  0.2	0	1	-8	83*	-4	0	-0.089	10
57) C=CCN1C(=O)C(Cc2ccccc2)S/C1=N/N=C/c1cccs1 (centres undefined)
  0.8	38*	-19	9	23	-5	-7	0.34	-8
58) Cc1cc2c(cc1C)N(C(=O)CN1C(=O)c3ccccc3C1=O)C(C)(C)c1ssc(=S)c1-2
  1	33*	6	-20	3	1	-5	-0.39	18
59) COc1cc(C2C(C#N)=C(C)NC3=C2C(=O)CC(C)(C)C3)ccc1O (centres undefined)
  0.8	-4	7	-16	20	-3	-12	0.043	13
60) CC1(C)Cc2cccc(OCC(O)CNCc3ccccn3)c2O1 (centres undefined)
  1.1	4	4	-2	-9	-2	1	-0.85	1

Some of the entries so far, as a markdown table.
| item | compound | CYP2C19 act | PostGolgi ctrl | S1P2 blocker | sEH inhibitor | CYP2C19 inh | S1P2 ag | PostGolgi yeast | hDAT+cocaine | sEH act |
| --- | --- | --- | --- | --- | --- | --- | --- | --- | --- | --- |
| 42 | Cc1cc(=O)n(CNC(=O)c2ccccc2)c(=S)[nH]1 | 0.9 | 2 | -27 | -7 | 13 | -3 | -2 | -0.68 | 7 |
| 43 | CC1(C)Cc2ccccc2-c2nnc(-c3ccco3)n21 | 0.9 | 7 | -5 | -12 | 7 | 0 | -1 | 0.1 | 8 |
| 44 | CCOc1cc2c3c(c1)C1(Nc4ccccc4S1)C(=O)N3C(C)(C)CC2C (centres undefined) | 0.1 | 37* | -16 | 6 | 88* | 0 | -5 | 0.13 | -4 |
| 45 | CCc1nnc(-n2nc(C)cc2-c2ccccc2)n1N | 1.1 | -4 | -1 | 2 | -8 | -1 | 5 | 0.012 | -2 |
| 46 | Cc1ccc(C2C(C#N)=C(N)Oc3c2sc2ccccc32)o1 (centres undefined) | 0.4 | 7 | 11 | 4 | 63* | -3 | -4 | 0.87 | -4 |
| 47 | Cc1cccc(-c2nnc(N)s2)c1 | 0.9 | 6 | 20 | 4 | 11 | -8 | -9 | -0.94 | -3 |
| 48 | Cc1ccc(C(=O)/C=C2\NCC(C)NC2=O)cc1 (centres undefined) | 0.9 | 5 | -2 | 4 | 6 | -4 | 5 | -0.47 | -1 |
| 49 | COc1ccc(-c2nnc3ccc(SCC(=O)N4CCCCC4)nn23)cc1OC | 1 | 4 | x | x | 0 | x | 3 | -0.59 | x |
| 50 | COc1ccc(NC(=O)C(C/C=C(/C)Cl)C(C)=O)cc1 (centres undefined) | x | x | -16 | -8 | x | -5 | x | 0.64 | 11 |
| 51 | c1ccc(C2(CNc3ccccn3)CCCC2)cc1 | 0.5 | 10 | -7 | 4 | 55* | -5 | -1 | -1.1 | -8 |
| 52 | C=CCN=C1CC(C)(C)CC(=O)/C1=C(/O)CCC(=O)OC | 0.7 | 7 | 9 | 5 | 26 | -2 | 4 | -0.29 | -5 |
| 53 | Cc1noc(C)c1COC(=O)c1ccccc1Oc1ccccc1 | 0 | 7 | -2 | 3 | 96* | -6 | 2 | -0.17 | -3 |
| 54 | COc1ccccc1-n1c(=O)c2c3c(sc2n2c(SC)nnc12)CCC3 | x | x | -8 | 3 | x | -2 | x | 0.98 | -4 |
| 55 | O=C(NCCC1=CCCCC1)c1cnc2n(c1=O)CCS2 | x | x | -6 | 13 | x | -6 | x | 0.42 | -10 |
| 56 | COc1ccccc1OCC(=O)Nc1cccc(N(C)S(C)(=O)=O)c1 | 0.2 | 0 | 1 | -8 | 83* | -4 | 0 | -0.089 | 10 |
| 57 | C=CCN1C(=O)C(Cc2ccccc2)S/C1=N/N=C/c1cccs1 (centres undefined) | 0.8 | 38* | -19 | 9 | 23 | -5 | -7 | 0.34 | -8 |

High-throughput results (PubChem)
